Assay outcomes as filed in PubChem BioAssay.
hERG rescue = shields human hERG channel from block by proarrhythmic agents. CHO-hERG, FluxOR thallium flux, dofetilide IC70 present. activation (rescue from dofetilide block), less the hit threshold, % at 10 µM. 310,000 tested, 0.51% active;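 active = activation above the mean of controls blocked by dofetilide plus 5 SD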;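 note: thallium influx through hERG after potassium depolarization seen as dye fluorescence rise; in these data hits start at about 4.7%; inactives centre near -7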
Target sequence (Q12809 whole entry, looked up): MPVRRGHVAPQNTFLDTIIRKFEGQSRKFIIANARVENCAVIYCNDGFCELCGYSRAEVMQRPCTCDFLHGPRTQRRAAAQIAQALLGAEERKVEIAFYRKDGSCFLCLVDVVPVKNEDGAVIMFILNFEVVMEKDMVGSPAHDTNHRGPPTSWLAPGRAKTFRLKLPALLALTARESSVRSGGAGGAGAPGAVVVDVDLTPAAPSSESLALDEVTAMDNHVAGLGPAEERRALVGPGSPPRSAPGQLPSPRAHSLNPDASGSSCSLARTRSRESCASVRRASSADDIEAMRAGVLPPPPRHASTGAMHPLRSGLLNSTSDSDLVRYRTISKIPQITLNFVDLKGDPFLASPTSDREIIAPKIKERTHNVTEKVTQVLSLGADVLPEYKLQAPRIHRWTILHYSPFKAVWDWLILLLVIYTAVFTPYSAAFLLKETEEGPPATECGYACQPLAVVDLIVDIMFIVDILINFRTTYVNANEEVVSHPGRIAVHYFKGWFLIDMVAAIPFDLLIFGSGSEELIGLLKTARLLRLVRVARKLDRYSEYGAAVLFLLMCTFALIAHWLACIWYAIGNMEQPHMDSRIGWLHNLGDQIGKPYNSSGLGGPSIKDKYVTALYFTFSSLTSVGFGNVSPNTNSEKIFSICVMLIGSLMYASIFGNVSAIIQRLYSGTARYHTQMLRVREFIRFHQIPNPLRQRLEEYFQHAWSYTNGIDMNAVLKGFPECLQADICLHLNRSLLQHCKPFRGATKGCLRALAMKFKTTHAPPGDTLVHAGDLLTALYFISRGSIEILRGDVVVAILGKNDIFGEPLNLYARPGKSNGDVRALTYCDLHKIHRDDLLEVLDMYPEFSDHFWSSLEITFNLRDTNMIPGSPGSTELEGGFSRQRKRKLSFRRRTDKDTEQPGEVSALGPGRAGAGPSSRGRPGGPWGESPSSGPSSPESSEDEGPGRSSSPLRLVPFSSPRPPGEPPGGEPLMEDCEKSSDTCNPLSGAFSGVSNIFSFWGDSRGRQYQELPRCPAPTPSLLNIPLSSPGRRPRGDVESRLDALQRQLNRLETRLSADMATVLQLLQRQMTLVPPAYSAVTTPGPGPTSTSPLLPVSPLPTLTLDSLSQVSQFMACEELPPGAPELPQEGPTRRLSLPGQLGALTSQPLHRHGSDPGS
KCNK3 inh = human KCNK3 channel inhibition, primary screen. O14649. CHO-KCNK3 thallium flux, FluxOR fluorescence; hits give low values. B-score at 10 µM. 340,000 tested, 0.84% active;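 active = B-score under library mean minus 4 SD, starting fluorescence ratio at most library mean plus 5 SD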;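 note: more negative B-score means stronger inhibition of thallium flux through KCNK3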
KCNQ1 inh = inhibitors of human KCNQ1 potassium channel; P51787; CHO-K1 KCNQ1, FluxOR thallium flux fluorescence; hits give high values; B-score at 10 µM; 310,000 tested, 1.3% active;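 active = compounds whose thallium flux B-score, printed positive for inhibition, exceeds three library SD while starting fluorescence stays within three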;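 note: channel opened by potassium depolarization with thallium stimulus after 20 min compound exposure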
GSK3 alpha inh = blocks human GSK-3 alpha kinase; P49840; ADP-Glo luminescence, 60 min; inhibition, % at 10 µM; 320,000 tested, 0.1% active;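 in the data active = inhibition above about 50%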;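 note: GST-tagged GSK-3 alpha with peptide substrate and 25 µM ATP; 0% = DMSO neutral wells and 100% = GW8510 positive control wells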
DYRK1A inh = Dyrk1A (rat) kinase inhibition; Q63470; ADP-Glo luminescence, NFATc1 peptide; inhibition, % at 12.5 µM; 310,000 tested, 0.43% active; in the data active = inhibition above about 50%;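 note: plate controls were vehicle with enzyme for no effect and no enzyme for full effect; many of its hits are not listed in these tables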
KCNQ1 act = human KCNQ1 channel potentiation or activation | AID 2648 | B-score at 10 µM | CHO-K1 KCNQ1, thallium flux FluxOR fluorescence; hits give high values | 310,000 tested, 0.35% active | P51787;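 active = fluorescence ratio B-score, a plate-corrected score, at least three library SD, with initial intensity B-score within 5 SD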
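System: Stable KCNQ1 CHO-K1 line | Incubation: 90 min dye loading and 20 min compound exposure, both at room temperature | Measure: Ratio B score | Medium: Assay buffer for compound exposure, DMSO matched across wells | Compound dosing: Single-concentration screen | Probe or stimulus: K+/Tl+ depolarizing stimulus | Measured by: Kinetic FluxOR fluorescence, 10 s baseline plus 110 s post-stimulus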
PolyA inhibitor = blocks polyadenylation in yeast reporter cells. S. cerevisiae SKY197-pL101 polyadenylation reporter, beta-gal luminescence; efflux-impaired pdr1/pdr3 knockout yeast; score 100 = 6 SD above DMSO. calls only at 12 µM. 300,000 tested, 0.02% active;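 active = lowest replicate activity score at least 50, where 100 means six control SD above control mean; inconclusive = lowest score under 50 but half or more replicates reach 50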;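 note: yeast exposed to compound for 9 h at 30 °C; higher score means more reporter readthrough which indicates perturbed polyadenylation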
KCNK9 block = inhibitors of human KCNK9 two-pore domain potassium channel | Q9NPC2 | HEK293 KCNK9, FluxOR thallium flux fluorescence; hits give low values | B-score at 10 µM | 310,000 tested, 1.2% active | AID 488922;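 active = ratio B-score over 3 SD below the library mean, with starting fluorescence within 5 SD of its mean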;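 note: negative B-score means less thallium flux so channel inhibition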
RGS4 act = potentiators or activators of RGS4; 310,000 tested, 0.92% active; AID 463111; HEK293 M3R/inducible RGS4, carbachol calcium flux Fluo4; hits give low values; B-score at 10 µM;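 active = B-score of the integrated calcium signal more than 4 SD below the library mean, with starting fluorescence not abnormally high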;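 note: negative B-score means reduced calcium response which marks RGS4 activation or potentiation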
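Also added: carbachol at ECmax as muscarinic agonist stimulus; Assay system: HEK293 cells with stable M3R and inducible RGS4; Timing: overnight RGS4 induction, 30 min dye load 37 °C, 20 min compound RT; Measured by: Fluo4-AM (2 µM) calcium-flux fluorescence, kinetic read.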
GSK3beta inhib = inhibitors of human GSK3beta kinase; P49841; GST-GSK3beta kinase, ADP-Glo luminescence, 60 min; hits give low values; activity score (negative = inhibition), % at 10 µM; 300,000 tested, 0.038% active;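 active = more than half of replicate wells score below -50%, meaning over 50% inhibition versus plate controls; inconclusive = some replicates but at most half score below -50%; inactive = no replicate scores below -50%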;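 note: 0% = median DMSO wells and -100% = median GW8510 positive control wells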
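test system = GST-tagged human GSK3beta kinase, cell-free | reagent = 25 µM ATP with peptide substrate | dosing = one dose of 10 µM per compound | schedule = 60 min reaction, RT | detection = luminescent ADP-Glo measurement of ADP formed | control set = DMSO neutral wells and GW8510 at 20 µM as positive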
HDAC3 inhib = inhibitors of human histone deacetylase 3; recombinant HDAC3, fluorogenic peptide/trypsin coupled, fluorescence; 320,000 tested, 0.15% active; inhibition, % at 8.3 µM; O15379; in the data active = inhibition above about 26%, passing the limit was not always enough; inconclusive = no clear call, values can overlap the other calls
Starred values were filed as active, the others as inactive; i = inactive; ? = inconclusive; / = no result given. An excerpt; count on the stated rates, not on these rows.

structure	hERG rescue	KCNK3 inh	KCNQ1 inh	GSK3 alpha inh	DYRK1A inh	KCNQ1 act	PolyA inhibitor	KCNK9 block	RGS4 act	GSK3beta inhib	HDAC3 inhib
COc1ccc(CN2CCCC(C(=O)c3ccc4c(c3)OCO4)C2)c(F)c1 (stereo unspecified)	-8.9	i	i	1.7	3.8	i	i	i	-8.33*	18.6	1.9
COc1ccc(C=O)c(OC)c1	-1.2	i	i	-1.5	-1.6	i	i	i	i	0.3	-1.0
CN=C(c1ccc([N+](=O)[O-])cc1)N1CCCCC1	-10.5	i	i	1.0	1.6	i	i	i	i	-3.9	-2.0
CCOC(=O)c1[nH]c2cc(OC)c(OC)cc2c1NC(=O)CN(C)C1CCCCC1	-11.4	i	i	3.4	-4.1	i	i	i	i	2.1	-10.8
COc1ccccc1-n1c(=S)[nH]c2c(sc(=S)n2-c2ccccc2C)c1=O	-5.1	i	i	3.0	3.1	i	i	i	i	-4.5	1.9
CCCc1nnc(NC(=O)CCC(=O)N2CCCCC2)s1	-6.3	i	i	-2.7	-0.7	i	i	i	i	-2.2	11.2
Cc1oc2c(C)c3oc(=O)c(CCC(=O)NCCCN4CCOCC4)c(C)c3cc2c1C	-0.8	i	i	-2.0	0.4	i	i	i	i	0.0	-0.6
CC(C)CC(c1nnnn1CC1CCCO1)N1CCN(c2nc3ccccc3s2)CC1 (stereo unspecified)	-7.5	i	i	/	-0.3	i	i	i	i	4.6	/
CCC(C)[C@H](NC(=O)N1CC(=O)Nc2ccccc21)C(=O)Nc1nccs1 (stereo partly specified)	-7.4	i	i	-2.1	-2.1	i	i	i	i	2.7	6.7
CCCCCc1ccc(-c2cn(CN3C(=O)c4ccccc4C3=O)nn2)cc1	2.3	i	i	2.1	17.0	i	i	i	i	3.8	1.6
Cc1ccc(C(=O)Nc2ccc3c(c2)CCC3)cc1S(=O)(=O)N1CCOCC1	-4.9	i	i	0.4	-22.5	i	i	i	i	-3.0	1.6
COc1cccc([C@H](O)Cn2cc(-c3ccc(CON=C(C)C)cc3)nn2)c1	-5.7	/	i	-1.5	/	i	i	i	i	2.6	-6.1
C/C(Cn1cnc([N+](=O)[O-])n1)=N\NC(=O)c1cccc(F)c1	-3.8	i	i	-2.2	-6.7	i	i	i	i	1.8	-0.1
CCO/C=C1/C(=O)N(c2ccc(OC)cc2)C(=O)c2ccccc21	-10.1	i	i	-2.9	9.5	i	i	i	i	0.1	-6.1
COc1ccccc1OC(=O)c1cc(Cl)nc2ccccc12	-6.0	i	i	-2.4	-2.4	i	i	i	i	1.4	5.1
COc1ccc(-c2cc(C(F)(F)F)nc(N3CCCCC3)n2)cc1OC	-7.0	i	i	/	1.3	i	i	i	i	10.8	-5.5
O=C(CSc1n[nH]c(-c2ccncc2)n1)NC1CCS(=O)(=O)C1 (stereo unspecified)	-16.8	i	i	0.3	1.8	i	i	i	i	-2.5	2.7
COc1cccc(CN2CCN(S(=O)(=O)c3ccc(Br)cc3)CC2)c1	-2.8	-9.71*	i	-5.0	/	i	i	i	i	0.9	-4.6
CCOC(=O)CSc1nnc(-c2ccc(NS(=O)(=O)c3ccc(C)cc3)cc2)o1	-10.2	i	i	-1.5	-4.9	i	i	i	i	0.5	0.4
COc1ccc(/C=N/Nc2cc(C)nc(N)n2)cc1	-2.2	i	i	5.2	9.2	i	i	i	i	-6.1	14.2
CC(OC(=O)c1cc2ccccc2cc1O)C(=O)Nc1ccc(S(N)(=O)=O)cc1 (stereo unspecified)	-2.6	i	i	-1.2	4.2	i	i	i	i	2.0	/
CCN(CC(=O)Nc1ccc(NC(C)=O)cc1)C(=O)CN1C(=O)NC2(CCCC2)C1=O	-8.9	i	i	1.8	-3.6	i	i	i	i	3.0	1.9
CSc1ncccc1C(=O)N(C)CC(=O)Nc1ccc(Cl)cc1	-6.7	i	i	-0.5	-2.0	i	i	i	i	/	-7.5
CC1CN(C(=O)C2CCCCC2)C(C)CN1C(=O)C1CCCCC1 (stereo unspecified)	-13.4	i	i	-1.0	2.8	i	i	i	i	2.7	-8.9
Cc1ccc(/C=C2\SC(=S)N(CCC(=O)Nc3ccc(O)cc3)C2=O)cc1	-6.5	i	i	0.3	2.8	i	i	i	i	-0.8	-2.7
CC(C)[C@H](NC(=O)N1CCn2c1nc1ccccc12)C(=O)NCc1ccco1	-6.8	i	i	0.5	0.5	i	i	i	i	3.2	?
O=C(NCCc1ccco1)C(=O)NCC1CCCN1S(=O)(=O)c1ccccc1 (stereo unspecified)	-15.5	i	i	0.0	-1.6	i	i	i	-7.27*	-0.4	-0.9
Cc1ccc(Nc2nc(-c3ccc(S(=O)(=O)N4CCOCC4)cc3)cs2)cc1	-10.5	i	i	0.1	-3.8	i	i	i	i	-1.3	7.6
CCOC(=O)C1C(C(=O)NN)C1C(=O)Nc1ccccc1 (stereo unspecified)	-6.3	i	i	-0.3	-1.2	i	i	i	i	4.3	2.5
COc1ccc(N2C(=O)CSC2c2ccncc2)cc1 (stereo unspecified)	-9.3	i	i	-0.1	7.8	i	i	i	i	-2.9	0.8
Cc1ccc(N2C(=O)C3C4C=CC(CC4)C3C2=O)cc1Cl (stereo unspecified)	4.5	i	i	1.7	1.5	i	i	i	i	-14.1	2.2
OC(CN1CCC(Cc2ccccc2)CC1)C(F)(F)F (stereo unspecified)	-5.6	i	i	0.3	-1.8	i	i	i	i	1.3	3.3
CC1(C)CC2CC(C)(CN2S(=O)(=O)c2ccc(C(=O)Nc3ccc(Cl)c(S(=O)(=O)N4CCOCC4)c3)cc2)C1 (stereo unspecified)	-11.2	i	i	-0.4	0.9	i	i	i	i	-27.7	0.6
CC(=O)Nc1ccc(NC(=O)C2CCCN(c3nnc(-n4cccc4)s3)C2)cc1 (stereo unspecified)	0.2	i	i	2.3	-2.3	i	i	i	i	-3.3	0.4
COc1ccc(CCNC(=O)c2ccc3c(c2)SC2=NS(=O)(=O)CCN23)cc1	-10.0	i	i	-2.2	-2.0	i	i	i	i	-3.8	/
COc1ccc(CCNC(=O)c2nc3ncccn3n2)cc1OC	-4.4	i	i	1.6	-10.2	i	i	i	i	1.9	-1.7
CN(c1ccccc1)S(=O)(=O)c1ccc(NC(=O)c2ccccc2)cc1	-10.2	i	i	1.9	-1.3	i	i	i	i	-22.2	1.2
CCCCCC(=O)N1CC2(C)CN(C(=O)CCCCC)CC(C)(C1)C2=O	1.1	i	i	-1.9	-2.6	i	i	i	i	-1.1	0.4
CC1(C)CC(NC(=O)Cc2ccccc2)CC(C)(C)N1	-2.0	i	i	-2.3	1.2	i	i	i	i	1.2	1.1
CCCn1c(N)c(Sc2ccccc2)c(=O)n(CCC)c1=O	-11.5	i	i	/	-5.7	i	i	i	i	-3.8	/
O=c1cc(O)c2ccccc2n1Cc1ccccc1Cl	5.3*	i	i	-8.1	-5.4	i	i	i	i	0.4	13.0
Clc1ccc(SCc2csc(N3CCOCC3)n2)cc1	-12.9	i	i	1.3	-0.6	i	i	i	i	2.2	1.1
Cc1ccc(C(=O)Nc2nc(=O)n(C(=O)CC(C)C)s2)cc1	2.2	i	6*	-5.5	-1.7	i	i	i	i	4.6	-4.0
CN(C)C(/C=C/Nc1ccc(F)cc1)=C(C#N)C#N	0.7	i	i	-0.1	-2.7	i	i	i	i	1.2	4.6
O=C(CC(=O)N/N=C/c1ccc(O)cc1)N/N=C/c1ccc(O)cc1	-8.0	i	i	20.1	3.1	i	i	i	i	-10.0	8.6
O=c1cc(N2CCN(Cc3ccccc3)CC2)[nH]c(=O)n1Cc1ccc(F)cc1	-9.6	i	i	0.5	4.9	i	i	i	i	3.1	1.7
FC(F)(F)c1nc2ccccc2nc1N/N=C/c1c(Cl)cccc1Cl	-6.0	i	i	-1.9	11.0	i	i	i	i	3.5	5.4
CN(CC(=O)O)c1ccc(S(=O)(=O)N2CCOCC2)cc1[N+](=O)[O-]	-4.1	i	i	1.1	-4.0	i	i	i	i	2.0	10.5
COc1ccc(S(=O)(=O)N/N=C(/C)c2ccncc2)c(OC)c1	-6.9	i	i	-1.7	-4.3	i	i	i	i	0.4	-14.4
COCCCNC(=O)Cn1c(=O)n(CCCCCC(=O)NCc2ccc3c(c2)OCO3)c(=O)c2sccc21	-15.2	i	i	-2.1	0.0	i	i	i	i	5.3	2.7
CCCCOCCCNC(=O)CN1C(=O)c2ccccc2C1=O	-11.0	i	i	-7.8	-0.5	i	i	i	i	-0.5	-4.2
CC(C)OC(=O)Cn1cc(C#N)c2ccccc21	-7.6	i	i	-1.0	/	i	i	i	i	-0.2	3.7
CCc1nnc(NC(=O)CSc2nnc(-c3ccc(S(=O)(=O)N(CC)CC)cc3)n2CC)s1	-15.2	i	i	-4.0	-3.9	i	i	i	i	3.5	-5.2
CCOc1ccc(N(CC(=O)N2CCN(c3ccccc3OC)CC2)S(=O)(=O)c2ccc(F)cc2)cc1	-6.5	i	i	-1.3	-3.5	i	i	i	i	2.1	4.1
CCOC(=O)C(NC(=O)CC)(Nc1ccccc1)C(F)(F)F (stereo unspecified)	-3.0	i	i	-2.1	-5.5	i	i	i	i	0.8	6.0
Cc1ccc(S(=O)(=O)Cc2ccc(C(=O)N3CCC(C(N)=O)CC3)o2)cc1	-4.5	i	i	-2.0	8.4	i	i	i	i	-1.7	2.8
O=C(Nc1nnc(SCc2ccccc2)s1)c1cccc([N+](=O)[O-])c1	-7.1	i	i	-3.5	4.3	i	i	i	i	7.1	0.5
CCOc1ccccc1CNCCOC	-5.9	i	i	-1.9	-6.3	i	i	i	i	0.2	-0.5
O=C(CSc1nc2ccccc2s1)N/N=C/c1ccc(C(=O)O)cc1	-22.9	i	i	3.6	2.8	i	i	i	i	-5.0	6.7
